aSyn yeast rescue: inhibitors of alpha-synuclein toxicity in yeast; S. cerevisiae alpha-synuclein toxicity rescue, BacTiter-Glo growth, 24 h; Potency, µM (doses to about 46.1 µM), without a hit: at the top dose growth rescue (activation), actives largely listed as activators; 94,000 tested, 0.02% active; AID 1347070; active = well fitted activation curve with a large enough effect; also: 0% is about no effect
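Growth restoration measured by BacTiter-Glo luminescence after 24 hr at 30 deg C; alpha-synuclein yeast, raffinose-pregrown to mid-log, were added at OD600=0.02 in galactose medium onto pinned compounds.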
The depositor's hits bear a star; & = joins results of further samples. Potency is read from the fitted curve at half-maximal effect. An excerpt, so the mix of outcomes need not match the whole.

SMILES,aSyn yeast rescue
CCOC(=O)c1[nH]c2ccccc2c1NC(=O)c1ccc(OC(C)C)cc1,-9%
COc1cc(OC)cc(C(=O)N2CCN(c3ccc(N4CCOCC4)nn3)CC2)c1,-11%
CC(=O)C1=C(c2ccccc2)NC(=O)NC1c1ccc(O)c(O)c1 (stereo not given),10%
O=C(COc1ccc(F)cc1)Nc1cccc(OCc2cc(=O)n3ccccc3n2)c1,-6%
Cc1ccccc1Cn1c(=O)n(-c2ccc(Cl)cc2)c(=O)c2c3c(sc21)CCCC3,-2%
CSc1ccc(CCNC(=O)c2ccc3c(c2)nc2n3CCOC2)cc1,-2%
Cc1c(C)n(Cc2ccc(F)cc2)c2ccc(C(=O)NCc3ccco3)cc12,-5%
COC(=O)C1=C(C)Nc2ccc(C)cc2S1,-12%
Cc1ccc(S(=O)(=O)N(C)c2ccc(C(=O)N(CC(C)C)C3CCS(=O)(=O)C3)cc2)cc1 (stereo not given),7%
CC(OC(=O)Cn1[nH]c(=O)c2ccccc2c1=O)C(=O)Nc1cccc(Cl)c1 (stereo not given),3%
Cc1nc2sc(C(c3ccco3)N3CCN(C(c4ccccc4)c4ccccc4)CC3)c(O)n2n1 (stereo not given),-6%
Cc1ccc(S(=O)(=O)c2cnc(SC(C)C(=O)Nc3ccccc3)[nH]c2=O)cc1 (stereo not given),-9%

The list goes on (2 carried over from the part before).
SMILES,aSyn yeast rescue
Cc1nc2sc(C(c3ccco3)N3CCN(C(c4ccccc4)c4ccccc4)CC3)c(O)n2n1 (stereo not given),-6%
Cc1ccc(S(=O)(=O)c2cnc(SC(C)C(=O)Nc3ccccc3)[nH]c2=O)cc1 (stereo not given),-9%
O=[N+]([O-])c1cccc(Cl)c1NCCNS(=O)(=O)c1ccc(Cl)cc1,14%
COc1ccc(-c2cc(C(=O)Nc3sc4c(c3C(N)=O)CCC(C)C4)no2)cc1 (stereo not given),-1%
Cc1cc(Cl)ccc1NC(=O)CCn1nc(C)c2c(C)n(-c3ccccc3)nc2c1=O,-1%
Cc1ccccc1C(=O)Nc1cc2c(cc1N1CCCCC1)n(C)c(=O)n2C,10%
CCC(=O)N1CCc2cc(Br)cc(S(=O)(=O)CCC(=O)Nc3ccc(Cl)cc3)c21,1%
COc1cccc(C(=O)Nc2nc(-c3ccc(Br)cc3)ns2)c1,-11%
O=C(Nc1ccc(C(F)(F)F)cc1)C1CCCN(S(=O)(=O)c2cccc3cccnc23)C1 (stereo not given),0%
CCN(C(=O)Cc1c(C(=O)O)n(C)c2ccccc12)c1ccc(F)cc1,1%
Cc1nnc(SCC(=O)NC2CCCCC2)[nH]c1=O,5%
O=C(COc1ccc(Br)cc1CNC1CCCCC1)NCCc1ccccc1,6%
Cc1cc(C)c2sc(N(Cc3cccnc3)C(=O)CCS(=O)(=O)c3ccccc3)nc2c1,3%
CCCCNC(=O)CS(=O)Cc1nc(-c2cccs2)oc1C (stereo not given),2%
Cn1ccnc1C(=O)c1cc(SCC(=O)NCc2ccccc2)nc2ccccc12,3%
Cc1ccc(-c2cnc3c(c2)C(=O)N([C@H](C)CO)C[C@H](C)[C@@H](CN(C)Cc2ccccc2F)O3)cc1,10%
COc1ccc(C(=O)CN2CCN(S(=O)(=O)c3ccc(C(C)C)cc3)CC2)cc1,7%
Cc1onc(-c2ccccc2Cl)c1C(=O)N1CCN(C)CC1,6%
Cn1cc(-c2cc3n(n2)CCC(=O)N3CCCC(=O)NCc2ccc(Cl)cc2)c2ccccc21,-7%
COC(=O)c1c(NC(=O)CSc2nccn2C)sc(C)c1C,-2%
Cc1cc2ccccc2n1CCNC(=O)COc1ccc2ccccc2c1,3%
NS(=O)(=O)c1ccc(CCNC(=O)c2ccc(=O)[nH]c2)cc1,0%
Cc1ccc2c(Sc3ccccc3)c(C(=O)NCc3ccccc3F)[nH]c2c1,3%
CCN(CC)CCNC(=O)c1ccc(NC(=O)c2ccc(F)cc2)cc1,-7%
CCCn1c(=O)n(-c2ccccc2Cl)c(=O)c2sc3ccccc3c21,6%
O=C(NCCc1nnc2ccc(NCc3ccccc3Cl)nn12)c1ccccc1,8%

Some of the entries so far, field by field:
CCN(CC)CCNC(=O)c1ccc(NC(=O)c2ccc(F)cc2)cc1
  aSyn yeast rescue: -7%
COC(=O)c1c(NC(=O)CSc2nccn2C)sc(C)c1C
  aSyn yeast rescue: -2%
CCCn1c(=O)n(-c2ccccc2Cl)c(=O)c2sc3ccccc3c21
  aSyn yeast rescue: 6%

Additional results
SMILES,aSyn yeast rescue
CCc1cccc(C)c1Nc1c(-c2cccc(O)c2)nc2sccn12,4%
COc1ccnc(Oc2ccccc2)c1C(=O)N/C=N/OCc1ccccc1F,3%
Cc1ccc2nc(NCc3ccccc3Cl)c3nnnn3c2c1,-2%
O=C(NCCSc1ccccc1)c1ccccc1F,6%
CC1=C(C(=O)OCC2CCCO2)C(c2ccc(C)cc2)C2=C(CCCC2=O)N1 (stereo not given),-6%
N#CC(C#N)=C(N)CSc1cccc[n+]1[O-],-5%
CC(C)c1ccc(NC(=O)c2ccc(NS(C)(=O)=O)cc2)cc1,9%
O=C(Cn1ccn(-c2cccc(Cl)c2)c(=O)c1=O)c1ccc(F)cc1,0%
COc1ccc(C(=O)NCCCNC(=O)c2cccnc2)cc1OC,4%
Cc1cccc(NC(=O)C2CCCN(S(=O)(=O)c3cccc4nonc34)C2)c1 (stereo not given),-6%
COc1ccc(CNC(=O)c2ccc3c(c2)N(Cc2ccccc2)CCS3)cc1,-1%
Cc1ccccc1NC(=O)CCc1c(C)nn(-c2ccc(N3CCCCC3)nn2)c1C,-5%
Cc1cccc(CCNC(=O)c2sc3nc4n(c(=O)c3c2C)CCCC4)c1,3%
CC1(C)CCN2CCC(C)(C)c3c(O)ccc1c32,6%
CCc1ccc(C2=CC(c3cccc(OC)c3OC)n3c(nc4ccccc43)N2)cc1 (stereo not given),-17%
COc1ccc(NC(=O)C(=O)NCCN2CCN(C(=O)c3ccc(C(C)(C)C)cc3)CC2)cc1,4%
COc1ccc(NC(=O)CCCS(=O)(=O)c2nc(-c3ccccc3OC)cc(C(F)(F)F)n2)c(OC)c1,1%
CCOc1ccc(NC(=O)CSC2=Nc3ccccc3C3=NC(CC(=O)NCc4cccs4)C(=O)N23)cc1 (stereo not given),22%
COc1cccc(NC(=O)CN(C)C(=O)CNC(=O)c2ccc3ccccc3c2)c1,9%
Cc1cccc(C)c1NC(=O)CN(C)C(=O)c1ccc(-c2cccc(C(F)(F)F)c2)o1,-4%
COc1ccccc1CN1C(=O)CN(C2CCCCCC2)C(=O)C1c1ccc(F)cc1 (stereo not given),0%
COc1ccc(-c2[nH]c(-c3ccccc3)nc2SCC(=O)NC2CCCC2)cc1,2%&-3%
Cc1c(C(=O)N2CCC(C(N)=O)CC2)oc2ccc(Br)cc12,1%
O=C(Nn1cnc2ccccc2c1=O)c1ccc([N+](=O)[O-])cc1,3%
COc1ccc(NC(=O)CN(C)C(=O)c2c(-c3c(F)cccc3Cl)noc2C)cc1,-2%
CC1COC(C)(CC(=O)NN2C(=O)c3ccccc3C2=O)O1 (stereo not given),6%
COC(=O)c1scc(-c2ccc(C)cc2)c1S(=O)(=O)N1CCN(c2cccc(Cl)c2)CC1,1%
CCOc1ccccc1NC(=O)Cn1c(=O)n(-c2ccccc2)c(=O)c2c1c1cc(C)ccc1n2C,0%
COc1cccc(CNC(=O)CCc2nc(-c3ccc(C)cc3)no2)c1,10%
Cc1ccc[n+](-c2nc3ccccc3nc2C(=C=[N-])C#N)c1,0%
O=c1[nH]c(=S)[nH]c2c1C(c1cc([N+](=O)[O-])c(N3CCOCC3)cc1N1CCOCC1)O2 (stereo not given),8%
Cc1ccc(N2C(=O)NC(NS(=O)(=O)c3ccc(Cl)cc3)(C(F)(F)F)C2=O)cc1C (stereo not given),-9%
Cc1ccc(OC(C)C(=O)Nc2cccc(S(=O)(=O)N3CCCCCC3)c2)cc1 (stereo not given),-6%
Cc1ccc(C(=O)c2cn(Cc3ccccc3)c3nc(C)ccc3c2=O)cc1,6%
Cc1ccc(-n2nnc3c(=O)n(CC(=O)OCc4ccccc4)cnc32)cc1,-2%
O=C(COC(=O)c1cnc(Cl)c(Cl)c1)NCc1cccs1,7%

Look-ups from the entries so far.
In aSyn yeast rescue, `COc1ccc(C(=O)CN2CCN(S(=O)(=O)c3ccc(C(C)C)cc3)CC2)cc1` has 7%
In aSyn yeast rescue, `CCOc1ccc(NC(=O)CSC2=Nc3ccccc3C3=NC(CC(=O)NCc4cccs4)C(=O)N23)cc1` (stereo not given) has 22%
In aSyn yeast rescue, `Cn1ccnc1C(=O)c1cc(SCC(=O)NCc2ccccc2)nc2ccccc12` has 3%

Later entries:
SMILES,aSyn yeast rescue
COc1ccccc1NC(c1ccc(Cl)cc1)c1nnc(-c2cccc(F)c2)o1 (stereo not given),8%
Cn1c(=O)c2c(nc(CN3CCN(Cc4ccccc4)CC3)n2Cc2ccc(F)cc2)n(C)c1=O,3%
O=C(Cn1[nH]c(=O)c2ccccc2c1=O)OCC(=O)c1ccc(F)cc1,5%
CN(C)S(=O)(=O)c1cccc(N=C2SCCN2Cc2ccccc2)c1,-3%
COc1ccccc1CN1CCNC(=O)C1CC(=O)NCCCN1CCOCC1 (stereo not given),-3%
COc1ccc(CCNC(=O)c2cnc3sc(N4CCCCC4)nn3c2=O)cc1OC,8%
Cc1ccc(N2C(=O)N(CC(=O)NC(N)=O)C(=O)C2C)cc1 (stereo not given),-1%
C[C@@H]1CCCCO[C@@H](CN(C)C(=O)CCC(F)(F)F)[C@@H](C)CN([C@H](C)CO)C(=O)c2cc(N(C)C)ccc2O1,3%
Cc1sc(NC(=O)Cc2ccc3c(c2)OCO3)nc1-c1ccc2c(c1)CCN2C(=O)c1ccc(F)cc1,3%
Cc1ccc(CNc2ncnc3c2nnn3C)cc1,3%
Cn1c(NNC(=O)c2c(F)cccc2F)cc(=O)n(C)c1=O,7%
COc1ccc(OC)c(CCNC(=O)CCCn2c(=O)c3cccn3c3ccc(F)cc32)c1,-6%
O=C(Nc1ccc(Br)cc1F)c1cc2nc(-c3ccco3)cc(C(F)(F)Cl)n2n1,-9%
COc1cccc(CNC(=O)CN2CCCN(Cc3ccccc3)S2(=O)=O)c1,9%
CC(NC(=O)c1cccs1)c1ccc(Cl)cc1 (stereo not given),-15%
COc1ccc(CN(CC(=O)NCc2ccc(F)cc2)C(=O)CCC(=O)Nc2ccccn2)cc1,-13%
COc1ccc(S(=O)(=O)Nc2cccc(S(=O)(=O)N3CCCC3)c2)cc1OC,-1%
Cc1ccc2oc(-c3ccc(C)c(NC(=O)/C=C/c4ccc(Cl)cc4)c3)nc2c1,2%
O=C(NCc1cccc(Cl)c1)c1cnc(N2CCCCC2)c2ccccc12,23%
Cc1ccc(OCC(=O)Nc2nnc(S(=O)(=O)N3CCc4ccccc43)s2)cc1,2%
O=C(NCc1ccc2c(c1)CCN2C(=O)c1ccc(F)cc1)c1ccc(Br)o1,0%
CCN(CC)CCCNC(=O)C1CCN(S(C)(=O)=O)CC1,-10%
O=C(NC1CCCCCC1)C1c2ccccc2C(=O)N1Cc1ccc(F)cc1 (stereo not given),-3%
CCOC(=O)Cc1ccc(NC(=O)N(C(C)C)C2CCN(C(C)=O)CC2)cc1,6%
CC1Cc2ccccc2N1S(=O)(=O)c1cccc(C(=O)Nc2cccnc2)c1 (stereo not given),5%
Cc1nc(SC(C)C(=O)Nc2ccccc2C)cc(-c2ccccc2)n1 (stereo not given),-15%
O=S(=O)(c1ccc(NC(=S)N/N=C/c2ccc(O)c(O)c2)cc1)N1CCOCC1,-8%
CCN(Cc1ccccc1)N=Nc1ccccc1,8%
Cc1noc(-c2ccc(N(C)Cc3ccccc3)c([N+](=O)[O-])c2)n1,2%
CCn1cc(C(=O)NCCc2ccc(C)cc2)c(=O)c2cc(S(=O)(=O)N3CCc4ccccc4C3)ccc21,0%
Cc1ccccc1CN1C(=O)c2ccccc2Sc2ccc(C(=O)NCc3cccs3)cc21,3%
CCCOc1ccc(C(=O)Nc2ccc(S(=O)(=O)Nc3cc(C)nc(C)n3)cc2)cc1,-4%
CCC(=O)N1CCc2cc(CNC(=O)Cc3ccc(F)cc3)ccc21,0%
Cc1ccc(S(=O)(=O)NN=C2CCCc3ccccc32)cc1,2%
O=C(O)c1ccc(C2Nc3ccccc3-c3nnc(SCc4ccc(Cl)cc4)nc3O2)cc1 (stereo not given),-7%
CCCOc1ccc(C(=O)N(CC(C)C)c2c(N)n(Cc3ccccc3)c(=O)[nH]c2=O)cc1,4%
COc1ccc(CCNC(=O)Cn2c(=O)n(-c3ccc(F)cc3F)c(=O)c3sccc32)cc1OC,1%
CC(=O)c1ccc(OCCCC(=O)NCc2nnc3ccccn23)cc1,-1%
Cc1cccc(OCC(=O)N(Cc2ccc(C(C)(C)C)cc2)Cc2ccco2)c1,30%
O=C(COC(=O)Cc1n[nH]c(=O)c2ccccc12)NNC(=O)c1ccccc1,-1%
COc1cccc(NC(=O)CCC(=O)Nc2ccc3nc(N4CCOCC4)cc(C)c3c2)c1,-2%
O=C(c1cccc(Cl)c1)n1nc(-c2ccco2)nc1NCc1cccs1,-2%
Cn1c(N)c(C(=O)COC(=O)c2ncc(Cl)c(Cl)c2Cl)c(=O)n(C)c1=O,-21%
CCOC(=O)c1cnc2c(C#N)c(C)nn2c1-c1ccccc1,0%
CCOc1ccc(NC(=O)CSc2oc(-c3ccccc3)nc2S(=O)(=O)c2ccc(Cl)cc2)cc1,1%

No new results follow: an excerpt of the list.
SMILES,aSyn yeast rescue
CCOC(=O)c1cnc2c(C#N)c(C)nn2c1-c1ccccc1,0%
CCOc1ccc(NC(=O)CSc2oc(-c3ccccc3)nc2S(=O)(=O)c2ccc(Cl)cc2)cc1,1%

Source: PubChem BioAssay (National Center for Advancing Translational Sciences (NCATS))
